Assay outcomes: PubChem, several laboratories
TWEAK-Fn14 inh = inhibitors of TWEAK-Fn14 signaling, primary screen, luciferase reporter cells, uHTS; TWEAK-stimulated Fn14 reporter cells, luciferase luminescence, 8 h; inhibition, % at 10 µM; 2% of 360,000 active; AID 1159606, 2016; in the data active = inhibition above about 50%
SRC1 inh = SRC1 coactivator transcriptional activity inhibitors, primary screen, cell-based, luminescence | Nuclear receptor coactivator 1 (Homo sapiens), Q15788 | HEK293 GAL4-SRC1 luciferase reporter | inhibition, % at 3.6 µM | 0.12% of 360,000 active | AID 588354, 2011;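 active = inhibition above the campaign mean plus 3 SD, with each screening campaign given its own cutoff, cut at about 60% in these data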;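 also: 0% = DMSO treated cells and 100% = gossypol at 36 µM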
NR5A2 inv ag = LRH-1 (NR5A2) inverse agonists, primary screen, cell-based, luminescence, HEK293T, StAR-luciferase reporter | inhibition, % at 3.6 µM | LRH-1 transfected, 24 h | Nuclear receptor subfamily 5 group A member 2 (Homo sapiens), O00482 | 0.13% of 360,000 active;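 active = inhibition above the mean inhibition of all tested compounds plus 3 SD, cut at about 73% in these data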;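 also: 0% = DMSO wells and 100% = reporter-only cells lacking LRH-1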
NCOA3 inh = SRC3 coactivator transcriptional activity inhibitors, primary screen, cell-based, luminescence; Nuclear receptor coactivator 3 (Homo sapiens), Q9Y6Q9; HEK293 GAL4-SRC3 luciferase reporter; 0.17% of 360,000 active; inhibition, % at 3.6 µM;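 active = inhibition above a per-campaign cutoff, the mean of all compounds plus 3 SD, cut at about 60% in these data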;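 also: 0% = DMSO-treated cells and 100% = gossypol-treated cells at 36 µM; higher means less SRC3-driven luciferase light from the GAL4 reporter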
TROY NFkB inh = inhibitors of TROY-driven NF-kB signaling, primary screen, Q293 LMP1-TROYcd cells, NF-kB luciferase, uHTS; Q293 LMP1-TROYcd NF-kB luciferase reporter, 4 h; inhibition, % at 10 µM; 0.98% of 360,000 active; AID 1347056, 2019;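 active = compounds whose plate-normalised and pattern-corrected inhibition of the luciferase reporter signal at the single screening dose is 50% or more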
C8 TRAIL sens = viability loss with TRAIL in NB7+C8 cells, primary screen, TRAIL sensitizer project, cell-based, ATPlite luminescence; 1% of 360,000 active; inhibition (viability loss, TRAIL sensitization), % at 10 µM; AID 624354, 2012;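 active = compounds causing at least 50% loss of cell viability in the single-dose screen, relative to plate controls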
NOD2 RIPK2 PPI = NOD2-RIPK2 binding disruptors in cells, primary screen, fluorescence, CHO cells, BLA complementation; Receptor-interacting serine/threonine-protein kinase 2 (Homo sapiens), O43353; CCF4 ratio; inhibition, % at 4.98 µM; 0.38% of 360,000 active; AID 624267, 2012; in the data active = inhibition above about 21%;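 also: 0% = vehicle only and 100% = reference blocker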
SRC2 inh = inhibition of GAL4-SRC2 driven luciferase reporter, primary screen, SRC2 inhibitor project, cell-based, luminescence; 0.17% of 370,000 active; inhibition, % at 9 µM; HEK293 GAL4-SRC2 luciferase reporter; Nuclear receptor coactivator 2 (Homo sapiens), Q15596;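 active = inhibition above the mean inhibition of all tested compounds plus 3 SD, set per campaign, cut at about 52% in these data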;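 also: 0% = DMSO treated cells and 100% = cells given Gossypol at 36 µM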
Target sequence (Q15596 whole entry, looked up, the tested form may be a part): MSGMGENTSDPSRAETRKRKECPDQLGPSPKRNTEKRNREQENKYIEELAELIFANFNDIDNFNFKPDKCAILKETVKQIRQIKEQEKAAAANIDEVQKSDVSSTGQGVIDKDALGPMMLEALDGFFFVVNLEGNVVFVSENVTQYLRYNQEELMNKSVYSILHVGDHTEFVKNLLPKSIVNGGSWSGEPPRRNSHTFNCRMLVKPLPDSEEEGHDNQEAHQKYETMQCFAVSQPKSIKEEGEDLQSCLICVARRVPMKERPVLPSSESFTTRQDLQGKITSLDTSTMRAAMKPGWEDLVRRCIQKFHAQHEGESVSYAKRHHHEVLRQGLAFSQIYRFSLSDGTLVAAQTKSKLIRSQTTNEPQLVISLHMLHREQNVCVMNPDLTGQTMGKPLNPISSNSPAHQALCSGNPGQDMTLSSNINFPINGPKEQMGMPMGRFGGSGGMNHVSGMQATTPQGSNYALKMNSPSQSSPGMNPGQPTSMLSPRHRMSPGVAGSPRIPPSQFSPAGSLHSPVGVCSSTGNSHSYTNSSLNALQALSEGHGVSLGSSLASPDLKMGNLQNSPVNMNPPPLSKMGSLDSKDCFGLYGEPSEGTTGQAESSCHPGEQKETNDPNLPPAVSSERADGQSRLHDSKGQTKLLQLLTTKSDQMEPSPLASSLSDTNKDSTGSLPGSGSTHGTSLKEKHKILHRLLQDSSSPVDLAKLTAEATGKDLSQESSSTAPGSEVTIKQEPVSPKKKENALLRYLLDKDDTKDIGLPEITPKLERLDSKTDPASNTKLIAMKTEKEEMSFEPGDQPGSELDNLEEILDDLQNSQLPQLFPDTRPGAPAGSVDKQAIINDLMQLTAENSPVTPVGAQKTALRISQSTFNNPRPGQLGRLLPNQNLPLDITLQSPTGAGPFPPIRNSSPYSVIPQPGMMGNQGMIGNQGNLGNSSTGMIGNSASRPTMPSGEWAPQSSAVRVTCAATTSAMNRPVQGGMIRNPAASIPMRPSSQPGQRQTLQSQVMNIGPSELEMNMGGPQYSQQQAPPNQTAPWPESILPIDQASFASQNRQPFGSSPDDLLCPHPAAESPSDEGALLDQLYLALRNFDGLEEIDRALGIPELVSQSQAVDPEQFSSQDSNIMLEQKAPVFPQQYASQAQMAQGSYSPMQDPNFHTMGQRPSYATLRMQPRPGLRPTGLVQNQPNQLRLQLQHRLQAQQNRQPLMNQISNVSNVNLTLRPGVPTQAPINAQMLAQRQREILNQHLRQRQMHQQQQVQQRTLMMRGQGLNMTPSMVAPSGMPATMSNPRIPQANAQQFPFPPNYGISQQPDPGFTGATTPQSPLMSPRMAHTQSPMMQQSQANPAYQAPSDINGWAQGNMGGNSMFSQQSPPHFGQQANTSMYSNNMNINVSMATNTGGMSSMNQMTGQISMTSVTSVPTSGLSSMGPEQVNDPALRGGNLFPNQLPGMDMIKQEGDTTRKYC
EBV LMP1 NFkB = EBV LMP1-driven NF-kappaB luciferase reporter inhibitors, primary screen, cell-based, luminescence, single point | LMP1-induced NF-kappaB luciferase reporter cells | inhibition, % at 12.5 µM | 0.69% of 350,000 active | AID 504558, 2011; in the data active = inhibition above about 41%;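 also: 0% = neutral control wells and 100% = reference inhibitor control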
TLR9-MyD88 block = inhibitors of TLR9-MyD88 association in cells, primary screen, cell-based, CHO, BLA complementation, fluorescence; Toll-like receptor 9 (Homo sapiens) + Myeloid differentiation primary response protein …; CCF4 FRET ratio; inhibition, % at 4.98 µM; 0.21% of 340,000 active; AID 504734, 2011;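 active = inhibition above the mean over all tested compounds plus 3 SD, cut at about 21% in these data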;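 also: 0% = DMSO only wells and 100% = clavulanate BLA inhibitor control wells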
NR2F2 inh = NR2F2 transcriptional activity inhibitors, primary screen, cell-based, luciferase reporter, HEK293T, luminescence. 0.7% of 370,000 active. HEK293T NGFI-A luciferase reporter. COUP transcription factor 2 (Homo sapiens), P24468. inhibition, % at 8.6 µM;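 active = inhibition above a per-plate cutoff, mean inhibition of test wells between control levels plus 3 SD, cut at about 38% in these data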;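 also: cells cotransfected with COUP-TFII expression vector driving the NGFI-A reporter; 0% = median of COUP-TF2 test wells and 100% = reporter-only cells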
The depositor's hits bear a star; nt = not tested or not shown; & = joins results of further samples. This is a subset, so the mix of outcomes need not match the whole.

The line under a structure holds: TWEAK-Fn14 inh, SRC1 inh, NR5A2 inv ag, NCOA3 inh, TROY NFkB inh, C8 TRAIL sens, NOD2 RIPK2 PPI, SRC2 inh, EBV LMP1 NFkB, TLR9-MyD88 block, NR2F2 inh
> COc1ccc(CCC(C)NCC(C)c2ccccc2)cc1 (centres undefined)
    4, -7, -10, -27, -6, -9, 6, 15, 2, -8, -11
> C[C@H](O)CNC(=O)c1[nH]cnc1C(=O)N[C@@H](C)c1ccccc1
    9, -5, -13, -23, -13, -12, 7, 1, -3, 2, -7
> Cc1cc(NCc2ccccn2)nc2ccccc12
    -30, -5, -36, 14, -42, 17, 20, -15, 4, 3, 3
> Cc1c(NS(=O)(=O)c2ccc3c(c2)n(C)c(=O)n3C)c(=O)n(-c2ccccc2)n1C
    -17, 9, 0, -1, -10, -6, -9, -2, -13, -2, -5
> Cc1cc(OC(=O)c2ccc(Cl)cc2Cl)c([N+](=O)[O-])c(=O)[nH]1
    3, 2, -7, 0, -1, -10, -3, 17, -7, -6, 0
> C[C@H]1CN([C@@H](C)CO)C(=O)CCCn2nncc2CO[C@@H]1CN(C)Cc1ccccc1C(F)(F)F
    -20, -2, 0, -10, -17, 2, -1, -3, 1, 3, 10
> CC(=O)Nc1cccc(NC(=O)CCn2c(=O)sc3ccccc32)c1
    -7, 0, -14, 21, 0, -15, -8, -5, 3, 1, 2
> O=C(O)c1ccccc1C(=O)NCc1ccc2c(c1)OCO2
    11, 7, 8, 20, 8, 32, -10, -9, -1, 3, -18
> COc1cc(NC(=O)CSc2ccccc2)c(C(=O)O)cc1OC
    16, -8, 12, 9, 20, 5, -4, 14, 4, -6, 0
> COc1cc(OC)cc(-c2cc3nc(C4CCN(C(=O)OC(C)(C)C)CC4)cc(=O)n3[nH]2)c1
    -40, 6, -19, 1, -21, 29, -5, 3, 3, -2, -8
> NC(=O)N/N=C(/CCCCCC/C(=N\NC(N)=O)c1ccccc1)c1ccccc1
    22, 4, 5, 13, 19, 14, -15, -11, nt, nt, 17
> CNc1ccccc1C(C)(C)c1cn(-c2ccc([N+](=O)[O-])cc2)nn1
    -5, 12, -14, 10, -2, -7, 2, 7, 0, -4, 14
> CCn1c2ccccc2c2cc(NC(=O)N3CCCCC3)ccc21
    -50, -101, -170, -85, -71, 14, -115, -104, -67, 12, -42
> CCn1c(-c2ccccc2)c(C(=O)CC#N)c2ccccc21
    2, 8, -14, 2, 11, 1, 3, 2, 2, 8, -20
> CCOC(=O)N1CCC(C(=O)NNC(=O)c2ccc(Cl)cc2Cl)CC1
    4, 8, -24, -7, 6, 14, -12, -21, 1, -1, -7
> CC(CCc1ccccc1)NC(=O)c1ccc(NC(=O)c2ccccc2)cc1 (centres undefined)
    -7, 2, -12, 10, 10, 11, -2, 4, -6, 4, 12
> O=C(Nc1ccc(NC(=O)c2cccs2)cc1)c1ccc2ccccc2c1
    -40, -9, -24, -17, -58, 1, -2, -4, -3, 7, -4
> Cc1cc(NS(=O)(=O)c2ccc(NC(=O)CN3C(=O)NC(C)(c4ccccc4)C3=O)cc2)nc(C)n1 (centres undefined)
    2, -12, -40, -10, 0, -3, 4, -13, -3, -4, -8
> Cc1ccc(C(=O)Nc2cccc(C(F)(F)F)c2)cc1NC(=O)c1nccn1C
    -49&-44, -8&5, -48&-15, -18&-8, -7&-19, -5&-1, 1&1, 21&5, 7&12, 0&0, 14&0
> O[C@@H]1CN(C2CCN(Cc3ccccc3)CC2)CC[C@H]1N1CCCCCC1
    -14, 15, -1, 8, 8, 6, -2, 12, 0, -6, 2
> CCOC(=O)c1ccc(NC(=O)CCS(=O)(=O)Cc2ccccc2)cc1
    -1, -12, 17, -24, -27, 3, -1, -21, -11, -4, -5
> Cn1c(CC(=O)Nc2ccccc2)c(Sc2ccccc2)c2ccccc21
    3, -7, 12, 3, -20, -10, -5, 5, -13, 8, -11
> CC(C)(C)c1ccc(S(=O)(=O)N2CCC(c3nc4ccc(Cl)cc4[nH]3)CC2)cc1
    46, 12, 8, 7, 45, 6, -9, 9, 1, -8, -4
> Cc1nc(NCCc2ccccc2)c(C#N)c(C)c1[N+](=O)[O-]
    6, -18, -3, 5, -4, -8, -19, 3, -2, -12, 10
> Cc1cccc(-n2c(=S)[nH]c3c(oc4ccccc43)c2=O)c1
    20, -8, -20, -14, 6, -5, -9, -11, -5, 5, -19
> Nc1c(-c2nn[nH]n2)cnn1-c1cc(Cl)cc(Cl)c1
    -4, -15, -5, 3, -14, 4, -12, -19, -10, -11, 7
> Cc1cc(Nc2ncc(Cl)cc2Cl)n(-c2ccccn2)n1
    -7, -1, 11, 7, -5, -14, 2, 5, 2, -14, -1
> CCCCn1c(SCC(=O)N2CC(=O)Nc3ccccc32)nnc1-c1ccoc1C
    7, -6, 11, 17, -2, 12, -6, -18, 1, 2, -3
> CC(OC(=O)CCc1nc2ccccc2c(=O)[nH]1)C(=O)NCc1ccc2c(c1)OCO2 (centres undefined)
    7, 2, 1, -26, 16, -1, -6, -13, -1, 0, -2
> CCC(=O)Nc1ccc2c(c1)OCCO2
    35, -8, -22, -2, 14, -2, -8, 0, -7, -11, -14
> CCOc1ccc(C(=O)N2CCSC2=S)cc1
    19, -23, -14, -32, 31, 11, 0, 15, -4, 6, 19
> COc1ccc(Cl)cc1NC(=O)CN(C)C(=O)c1ccc(OCc2ccccc2)c(OC)c1
    15, -4, -19, -10, -10, 14, -8, 3, -16, -9, 14
> O=C(COc1ccccc1)N1CCN(C(=O)c2ccccc2F)CC1
    -6, 1, -8, 1, 0, -7, 2, 8, 2, -5, 17
> O=C(NC1CCCCC1)c1ccc(OC2CCN(Cc3ccccn3)CC2)cc1
    -2, -16, 4, -1, 13, 10, -21, nt, -2, 4, nt
> C=CCNC(=O)CC(=O)N/N=C/c1cccs1
    -4, -13, 12, -12, 17, 1, 3, 8, -2, 2, 7
> COC(=O)CC1C(=O)NCCN1C(=O)CSc1nc2ccccc2s1 (centres undefined)
    14, 9, 10, -8, 1, -16, -3, -11, -3, 2, 25
> Cc1ccc(S(=O)(=O)N(C)C[C@H]2OCCCC[C@H](C)Oc3ccc(NC(=O)Nc4cccc5ccccc45)cc3C(=O)N([C@@H](C)CO)C[C@H]2C)cc1
    9, 20, 0, -2, 9, -7, -8, 2, -4, -4, 15
> O=C(NC1(C(F)(F)F)C(=O)Nc2c1c(=O)[nH]c(=O)n2Cc1ccccc1)c1ccc(Cl)cc1Cl (centres undefined)
    -10, 2, 15, 3, 5, 2, 7, -6, 11, -1, -13
> Cc1ccc2nc(-c3cccc(S(=O)(=O)N4CC(C)OC(C)C4)c3)cn2c1 (centres undefined)
    -8, 16, 1, -15, -4, 3, 6, 4, 0, -9, 4
> Cc1cccn2c(=O)c3cc(C(=O)NC4CCCC4)n(C)c3nc12
    32, 8, -13, 0, -29, 21, -9, 8, 11, -18, 9
> COc1cccc(CN(C)C(=O)/C=C/c2ccc(S(=O)(=O)N3CCCCCC3)cc2)c1
    19, -3, -15, 11, 23, 15, -2, 2, 12, -6, 6
> Cc1cc(Br)cc(C)c1OCCCCN(C)C
    -8, -5, -22, -2, 7, 17, -1, 6, -14, -4, 7
> CC(C)C[C@@H](CNC(=O)OC(C)(C)C)NC(=O)c1nc[nH]c1C(=O)N[C@@H](CC(C)C)C(=O)CNC[C@H](CC(C)C)NC(=O)c1nc[nH]c1C(=O)N[C@@H](Cc1c[nH]c2ccccc12)C(=O)OC(C)(C)C
    6, 4, 19, 10, -9, 6, 2, 1, 14, 3, -2
> CCc1ccc(-c2nc(SCC(=O)NC3CC3)n[nH]2)cc1
    -13, -12, -6, 5, -23, 12, 3, 3, 2, -2, -30
> CCc1cc2ccc(C)cc2nc1SCC(=O)Nc1c[nH]c(=O)[nH]c1=O
    -11, -12, 5, -5, 1, 3, -8, 16, 3, -1, -8
> COc1ccc2nc(SCC(=O)Nc3ccccc3OC)[nH]c2c1
    29, 2, 21, 22, -8, -6, -4, -6, 8, -3, 2
> OC[C@@H]1CC[C@@H](Cc2ccc(-c3ccccc3)cc2)O1
    -15, -106, -151, -99, -60, 1, 3, -67, -19, -1, -38
> CCOC(=O)c1c(C)[nH]c(C)c1C(=O)COc1ncnc2ccccc12
    1, -2, 1, 12, 3, -5, 7, 12, -3, -9, 12
> CCCN(C(=O)Cn1c(C(F)(F)F)nc2ccccc21)C1CCS(=O)(=O)C1 (centres undefined)
    -1, 10, -20, -3, -15, 14, -14, -36, -5, 0, 12
> O=c1cc(CSc2ccccn2)c2ccccc2[nH]1
    5, -12, 11, -4, -9, -3, -6, -1, -2, -6, -4

Next section
The line under a structure holds: TWEAK-Fn14 inh, SRC1 inh, NR5A2 inv ag, NCOA3 inh, TROY NFkB inh, C8 TRAIL sens, NOD2 RIPK2 PPI, SRC2 inh, EBV LMP1 NFkB, TLR9-MyD88 block, NR2F2 inh
> O=C(CSc1nncs1)NC1CCCCCCC1
    -13, -3, -5, -12, -26, 1, -12, 6, 1, 7, 19
> COc1ccc(CNc2nc(SCc3cc(=O)n4cc(Cl)ccc4n3)nc3ccccc23)cc1
    -6, 5, -5, 8, 20, 40, -2, -12, -1, -6, 4
> COC(=O)N1CCN(CCc2ccccc2)CC1
    7, 7, -4, 9, 13, 24, 16, -4, -8, 8, -4
> COc1cc(C2CC(=O)Oc3c(C(CCN4CCCC(C)C4)c4ccc(N(C)C)cc4)c(OC)cc(OC)c32)cc(OC)c1OC (centres undefined)
    2, 2, -5, -23, -6, 4, -42, -4, 3, -7, -11
